Pol iota inh = DNA polymerase iota (human) inhibition. Potency, µM (highest dose often 115 µM), without a hit: top-dose activity, negative = inhibition, hits mostly inhibitors. Q9UNA4. actives 1% (n = 390,000). Pol iota fluorescent replication assay, 10 min; note: potency is the fitted concentration of half-maximal effect
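Pol iota at 10 nM preincubated 15 min with compounds at room temperature; reaction started with fluorescent substrate, 50 nM final. Fluorescence read kinetically at 0 and 10 min; buffer-only wells as negative control.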
Pol kappa inh = inhibitors of human DNA polymerase kappa; Q9UBT6; purified Pol kappa, fluorescent DNA synthesis assay, 10 min; Potency, µM (highest dose often 107 µM), for inactives: at the top dose activity, negative = inhibition, actives largely listed as inhibitors; actives 0.53% (n = 400,000); note: potency is the fitted concentration of half-maximal effect; % is set by controls: 0 for no effect and ±100 for the full control effect
Target sequence (Q9UBT6 whole entry, looked up): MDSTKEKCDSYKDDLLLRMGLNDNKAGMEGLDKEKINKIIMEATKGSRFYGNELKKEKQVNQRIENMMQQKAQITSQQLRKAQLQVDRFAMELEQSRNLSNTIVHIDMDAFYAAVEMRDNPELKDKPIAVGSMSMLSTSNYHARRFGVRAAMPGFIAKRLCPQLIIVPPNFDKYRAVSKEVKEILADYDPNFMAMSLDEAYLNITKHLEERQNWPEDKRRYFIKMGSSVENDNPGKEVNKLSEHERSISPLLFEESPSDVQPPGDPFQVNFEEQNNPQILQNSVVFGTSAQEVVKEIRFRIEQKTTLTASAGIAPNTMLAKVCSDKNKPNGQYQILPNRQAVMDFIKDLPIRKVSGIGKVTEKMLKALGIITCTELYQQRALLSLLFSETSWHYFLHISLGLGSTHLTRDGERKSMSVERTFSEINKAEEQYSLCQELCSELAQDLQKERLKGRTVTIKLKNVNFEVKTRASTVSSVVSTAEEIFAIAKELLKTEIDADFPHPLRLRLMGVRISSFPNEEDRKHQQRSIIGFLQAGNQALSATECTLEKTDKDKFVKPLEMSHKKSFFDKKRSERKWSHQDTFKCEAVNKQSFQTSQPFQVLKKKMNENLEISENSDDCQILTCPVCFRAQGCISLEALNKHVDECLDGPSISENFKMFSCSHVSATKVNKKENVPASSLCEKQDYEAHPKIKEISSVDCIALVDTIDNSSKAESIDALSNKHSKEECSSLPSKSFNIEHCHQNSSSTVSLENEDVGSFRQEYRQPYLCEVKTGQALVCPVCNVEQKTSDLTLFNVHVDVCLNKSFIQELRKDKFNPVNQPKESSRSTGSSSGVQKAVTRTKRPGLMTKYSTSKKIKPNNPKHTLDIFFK
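First, compounds were pin-transferred onto 10 nM Pol kappa. After 15 min at room temperature, substrate was added to 50 nM final. Fluorescence was then measured kinetically at 0 and 10 min.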
Apoferritin bind = binds horse apoferritin like a general anesthetic; P02791; apoferritin/1-aminoanthracene competitive binding, fluorescence; Potency, µM (series often up to 77.5 µM), for the others: top-dose activity change, negative = displacement, most hits filed as inhibitors; actives 0.074% (n = 350,000); note: potency is the fitted concentration of half-maximal effect; % is set by controls: 0 for no effect and ±100 for the full control effect; nearly all actives have a fitted effect of over 20% in size
Target sequence (P02791 2-175 limits assumed): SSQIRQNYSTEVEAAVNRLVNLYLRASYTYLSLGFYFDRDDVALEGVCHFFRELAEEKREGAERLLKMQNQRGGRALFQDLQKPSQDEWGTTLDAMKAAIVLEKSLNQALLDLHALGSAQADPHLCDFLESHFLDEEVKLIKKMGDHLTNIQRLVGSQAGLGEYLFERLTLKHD
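In PBS, apoferritin at 10 uM is loaded with 1-AMA from a 50% saturated solution. After 10 min of compound exposure at ambient temperature, reduced 535 nm fluorescence indicates probe displacement.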
BLM helicase inh = blocks DNA unwinding by human BLM helicase | P54132 | actives 0.2% (n = 350,000) | Potency, µM (highest dose often 56.1 µM), for the others: top-dose activity change, negative = inhibition, actives largely listed as inhibitors | AID 2528 | recombinant BLM DNA unwinding, fluorescence dequenching;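 note: potency is the fitted concentration of half-maximal effect; plate controls were vehicle for no effect and no enzyme for full effect; nearly all actives have a fitted effect of over 35% in size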
PGK inhibitor = T. brucei PGK inhibition; PGK/GAPDH coupled, Kinase-Glo luminescence, 60 min; Potency, µM (series often up to 57.5 µM), for the others: at the top dose activity change, negative = inhibition, hits mostly inhibitors; actives 0.043% (n = 380,000); note: potency is the fitted concentration of half-maximal effect; % is set by controls: 0 for no effect and ±100 for the full control effect; nearly all actives have a fitted effect of over 60% in size
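Recombinant glycosomal PGK reaction used 1,3-bisphosphoglycerate generated in-well by GAPDH (100nM final) in 100mM TEA pH 7.6, 5mM MgCl2, 0.01% Tween-20. After 60 minutes at room temperature, ATP was read by Kinase-Glo Plus luminescence end-point.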
Pol beta inh = inhibitors of human DNA polymerase beta | P06746 | Pol beta primer extension/strand displacement, fluorescence kinetic | Potency, µM (doses to about 114 µM), for inactives: at the highest dose activity change, negative = inhibition, actives largely listed as inhibitors | actives 1.3% (n = 340,000) | AID 485314; note: potency is the fitted concentration of half-maximal effect; % is set by controls: 0 for no effect and ±100 for the full control effect
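Human Pol beta at 10 nM; strand-displacement substrate 50 nM final. Compound exposure 15 min at room temperature before start, reaction 10 min at room temperature.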
RXFP1 antagonist = blocks the human relaxin receptor RXFP1; Q9HBX9; HEK293-RXFP1, relaxin-stimulated cAMP HTRF, 30 min; stronger effect = lower value; actives 0.59% (n = 350,000); activity change, negative = inhibition, % at 57.5 µM;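 active = activity change of -60% or lower, but not beyond a set lower limit; inconclusive = change between -60% and -40%, or beyond the set limit; inactive = change above -40%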; note: % is set by controls: 0 for no effect and ±100 for the full control effect
Pol eta inh = inhibitors of human DNA polymerase eta; Q9Y253; recombinant Pol eta, fluorescent DNA replication assay; Potency, µM (top dose mostly 114 µM), for inactives: top-dose activity change, negative = inhibition, actives largely listed as inhibitors; actives 1.2% (n = 390,000); AID 588591; note: potency is the fitted concentration of half-maximal effect; % is set by controls: 0 for no effect and ±100 for the full control effect
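Pol eta at 10 nM preincubated with compounds 15 min at room temperature; reaction started with fluorescent substrate (50 nM final) and read kinetically at 0 and 10 min.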
APE1 inh = inhibitors of human APE1 endonuclease; Potency, µM (highest dose often 65.8 µM), without a hit: top-dose activity change, negative = inhibition, actives largely listed as inhibitors; actives 0.35% (n = 350,000); recombinant APE1, TAMRA/BHQ-2 abasic DNA cleavage fluorescence;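 note: potency is the fitted concentration of half-maximal effect; plate controls were vehicle for no effect and reference inhibitor for full effect; nearly all actives have a fitted effect of over 55% in size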
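Substrate: short duplex with […] THF abasic site, 5'-TAMRA and 3'-BHQ-2, 50 nM final. APE1 at 0.75 nM, preincubated 15 min RT with compound. Fluorescence increase from first to third read measured activity.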
Starred values were filed as active, the others as inactive; i = inactive; ? = inconclusive; · = not tested or not shown; [ ] = remark or other dose. Unless noted, calls come from the whole dose curve; as a rule, active = well fitted curve in the direction sought with a large enough effect; inconclusive = small, poorly fitted or top-dose-only effect, or another doubt; inactive = no such curve, though single readings can be large; an effect the other way counts as inactive or inconclusive.

Pol iota inh	Pol kappa inh	Apoferritin bind	BLM helicase inh	PGK inhibitor	Pol beta inh	RXFP1 antagonist	Pol eta inh	APE1 inh	Structure
-22.4%	-0.4%	-3.8%	3.4%	i	?	·	-5.5%	-0.3%	CC(C)CCNC(=O)Cn1c(=O)oc2cc(S(=O)(=O)N3CC(C)CC(C)C3)ccc21 (stereo not drawn)
10.7%	-3.6%	-19.2%	-5.1%	-6.5%	-28.2%	-14.1	-4.2%	·	Cc1nn(C(C)C(=O)Nc2ccccc2C(F)(F)F)c(=O)c2c1sc1ccccc12 (stereo not drawn)
1.4%	-0.9%	-4.0%	-5.0%	-1.8%	-0.4%	-11.7	-13.2%	11.6%	Cc1cc(C)c(S(=O)(=O)N2CCOC2CNC(=O)C(=O)NCc2ccncc2)c(C)c1 (stereo not drawn)
19.6%	-13.2%	·	·	-5.7%	·	11.1	-2.2%	5.2%	Cc1noc(C)c1CCC(=O)Nc1c(C(C)C)cccc1C(C)C
11.3%	-14.2%	2.2%	4.9%	i	-1.3%	-3.1	-3.2%	2.9%	COc1ccccc1NC(=O)CN1CCN(CC(=O)Nc2ccc(F)cc2)CC1
45.5%[activator]	7.4%	-1.9%	-6.1%	i	-5.0%	3.8	-4.6%	-2.4%	C=CCN(C(=O)c1ccc(Cl)cc1)c1ccccc1C(=O)NCC(=O)O
22.5%	-2.1%	-10.9%	-2.6%	-1.0%	0.1%	1.1	3.5%	-0.6%	N=c1c2c(n(Cc3ccc(F)cc3)c3c1CCC3)CCCC2
?	-6.6%	-6.1%	-0.8%	-7.8%	-0.6%	-3.8	11.1%	-2.0%	COc1cccc(C(=O)N2CCN(Cc3ccc4c(c3)OCO4)CC2)c1OC
1.5%	-28.3%	-4.0%	0.5%	-2.6%	-10.2%	1.8	-10.7%	1.3%	COC(=O)CCC(=O)COc1ccc(OC)cc1C#N
122.4%[activator]	-13.7%	-18.6%	-8.8%	-5.0%	-10.3%	-4.3	-12.2%	-10.7%	O=C(c1ccccc1)C1Oc2ccccc2C2CC(c3cccs3)=NN12 (stereo not drawn)
46.6%[activator]	6.9%	-12.4%	0.1%	-6.2%	-20.9%	7.0	-14.7%	34.3%	CSCCC(=O)N(C)CC1CCCN(CCc2cccc(C(F)(F)F)c2)C1 (stereo not drawn)
13.4%	-18.6%	-11.2%	10.2%	8.9%	15.4%	3.2	-13.4%	5.8%	CN(C)CCCNC(=O)c1ccc2[nH]c3ccccc3c2c1
-0.6%	-2.5%	-8.0%	-0.6%	2.0%	30.8%	-1.3	-3.1%	-5.9%	COc1ccc(/C=C2\Oc3cc(OC(=O)N4CCOCC4)ccc3C2=O)c(OC)c1
51.8%[activator]	-17.5%	4.6%	3.7%	5.2%	0.4%	3.8	-14.6%	·	CCCNC(=O)Cn1c(=O)c2cccn2c2cccnc21
98.3%[activator]	0.8%	5.8%	-1.1%	-4.1%	4.9%	2.3	-9.0%	32.4%[activator]	CCCCn1c(N)c(N(CC)C(=O)c2ccccc2F)c(=O)[nH]c1=O
-1.8%	1.1%	-8.8%	-6.7%	-4.2%	16.8%	-14.6	-9.0%	-8.6%	CCOC(=O)N1CCN(c2ncnc3scc(-c4ccc(Cl)cc4)c23)CC1
14.3%	-0.6%	-14.0%	0.3%	1.3%	19.1%	3.5	-13.9%	-14.3%	CCOc1ccc(NC(=O)CCC(=O)O)cc1
3.8%[58.9 µM]	-2.0%	-21.1%	-1.7%	i	14.7%	-0.4	4.6%	-1.0%	CC(OC(=O)CN1C(=O)C2CCCCC2C1=O)C(=O)Nc1ncc(Cl)cc1Cl (stereo not drawn)
-2.8%	4.2%	-1.2%	-6.6%	-5.9%	11.7%	5.1	-3.1%	1.9%	Cc1nc([N+](=O)[O-])c(SCC(N)=O)n1Cc1ccccc1
·	·	-18.9%	-0.7%	·	16.4%	·	·	-7.8%	CCCCN(C)S(=O)(=O)c1ccc(C(=O)Nc2nnc(-c3cccs3)o2)cc1
39.4%[activator]	-13.3%	·	·	1.0%	·	-14.8	-23.4%	37.1%[activator]	Cc1ccc(NC(=O)CNc2cccc(S(=O)(=O)N3CCCC3)c2)cc1F
5.6%	8.1%	-9.6%	-3.8%	-2.5%	1.0%	10.1	-17.8%	-1.6%	CCOc1ccc(-n2c(-c3ccco3)nc3c(cnn3-c3ccc(C)cc3)c2=O)cc1
8.9%	4.6%	-4.1%	1.7%	-3.0%	25.4%	-13.5	-0.7%	3.5%	Nc1ccc(CCS(N)(=O)=O)cc1
-3.2%	-6.7%	·	·	-1.1%	·	-2.9	-9.3%	-9.4%	Cc1nn2c(=O)cc(COC(=O)c3c(F)cccc3Cl)nc2s1
?	1.8%	1.0%	-11.0%	-0.7%	31.6µM*	-4.2	-7.2%	8.4%	O=C(NCCCN1CCCC1=O)c1ccc2c(=O)n(Cc3ccco3)c(=S)[nH]c2c1
-2.9%	-19.9%	?	-9.8%	-3.7%	-24.9%	-10.6	?	-5.6%	CC(C)(C)C1CCc2c(sc3nc(SCC(N)=O)nc(N)c23)C1 (stereo not drawn)
27.8%	-11.2%	-20.6%	0.7%	i	24.9%	4.2	-4.6%	14.7%	CC1CCCN(C(=O)CSc2ncccn2)C1 (stereo not drawn)
66.0%[activator]	-12.6%	?	-5.5%	0.1%	-16.6%	-23.6	-18.3%	5.5%	CC(C)c1ccc(OCC(=O)Nc2ccc3oc(=O)ccc3c2)cc1
2.9%	-15.0%	?	-2.6%	-9.5%	-18.4%	-1.5	-8.0%	-2.4%	CC1CCC2(CC1)NC(=O)c1ccccc1O2 (stereo not drawn)
16.4%	-12.9%	-20.7%	-2.6%	-8.6%	-0.8%	7.9	-7.0%	15.0%	O=C(Nc1nccs1)c1ccc(-c2ccccc2Cl)o1
-2.2%	6.3%	-5.2%	0.4%	-19.3%	37.6%	-0.1	-18.1%	-2.2%	O=C(NCC1CCOCC1)c1ccc(OC2CCN(Cc3ccccn3)CC2)cc1
?	?	-8.6%	-15.4%	-10.5%	6.1%	3.5	?	1.0%	Cc1ccc(OCc2ccc([N+](=O)[O-])cc2)c([N+](=O)[O-])n1
17.6%	-11.5%	·	·	-3.0%	·	-7.0	-22.9%	-8.7%	Cc1ccc(NC(=O)CC2OC(=O)c3ccccc32)cc1S(=O)(=O)N1CCCCCC1 (stereo not drawn)
2.0%	-4.7%	-8.0%	-2.4%	6.6%	1.5%	1.2	-18.0%	37.6%	CC1CC(C)CN(S(=O)(=O)N2CCCC(C(=O)NCc3ccccc3Cl)C2)C1 (stereo not drawn)
0.4%	-15.5%	-6.6%	0.9%	-3.8%	7.8%	-0.3	7.3%	8.2%	CCCc1[nH]nc2c1C(CCC)C(C#N)=C(N)O2 (stereo not drawn)
6.8%	11.0%	-4.4%	-3.8%	-1.6%	18.3%	-12.4	-5.1%	21.5%	CCS(=O)(=O)N1CCN(c2ncnc3sc(C)c(C)c23)CC1
27.3%	1.0%	-8.5%	-2.1%	i	5.2%	-3.0	-15.3%	-0.5%	COc1ccc(C)cc1NC(=O)COC(=O)c1ccc([N+](=O)[O-])o1
24.9%	-5.5%[60.1 µM]	365.4%[activator]	-0.1%	i	-0.4%	·	-16.0%	·	CCOc1ccc(NC(=O)CSc2nccn2-c2cccc(C)c2C)cc1
4.0%	-18.9%	-1.0%	-12.5%	-1.9%	4.6%	-8.6	-5.6%	·	Cc1cc2nc(-c3ccc(Br)cc3)cc(C(F)(F)F)n2n1
3.8%	-11.4%	?	-3.3%	·	-10.2%	3.7	-10.2%	-0.1%	O=C(N1CCOCC1)N1c2ccccc2Sc2ccccc21
-5.0%	3.6%[60.1 µM]	9.7%	-7.6%	-8.2%	6.3%	21.3	-11.1%	20.5%	CCCCNC(=O)NS(=O)(=O)c1ccc(C)cc1
9.9%	-3.5%	-9.0%	4.2%	-8.3%	-1.6%	2.8	-8.0%	0.7%	CC(C)(C)c1nnc(NC(=O)Cc2ccc(Br)cc2)s1
44.2%[activator]	-5.5%	·	·	i	·	-0.4	-19.8%	·	CCCCN(C(=O)c1ccc2c(c1)S(=O)(=O)N=C1CCCCCN12)c1c(N)n(CC(C)C)c(=O)[nH]c1=O
-9.0%	0.8%	·	·	2.8%	·	-19.2	-12.9%	·	COC(=O)NN1C(=O)C(c2ccccc2)=C(c2ccc(Cl)cc2)C1=O
-1.1%	-2.7%	-7.5%	-4.7%	i	-0.5%	-3.1	-1.4%	-2.4%	Cc1ccc(S(=O)(=O)NCc2ccccc2)cc1C(=O)N1CCCCC1
136.6%[activator]	-6.5%	-5.6%	-7.3%	i	?	-11.4	-29.4%	-1.8%	Cc1cc(NS(=O)(=O)c2ccc(NC(=O)c3cc(-c4ccccc4Cl)nc4ccccc34)cc2)no1
31.8%[activator]	-21.5%	-7.5%	-0.1%	i	-0.3%	9.6	-12.7%	·	COc1ccccc1CNS(=O)(=O)c1ccc2c(c1)NC(=O)CC(=O)N2
-24.8%	-11.6%[60.1 µM]	-10.6%	-9.1%	9.8%	13.0%	-8.0	-0.9%	·	Cc1ccc(C)c(N2CCN(S(=O)(=O)c3cc(C(=O)Nc4ccc(Oc5ccccc5)cc4)ccc3F)CC2)c1

4 compounds picked at random from the list so far:
Pol iota inh	Pol kappa inh	Apoferritin bind	BLM helicase inh	PGK inhibitor	Pol beta inh	RXFP1 antagonist	Pol eta inh	APE1 inh	Structure
27.3%	1.0%	-8.5%	-2.1%	i	5.2%	-3.0	-15.3%	-0.5%	COc1ccc(C)cc1NC(=O)COC(=O)c1ccc([N+](=O)[O-])o1
31.8%[activator]	-21.5%	-7.5%	-0.1%	i	-0.3%	9.6	-12.7%	·	COc1ccccc1CNS(=O)(=O)c1ccc2c(c1)NC(=O)CC(=O)N2
24.9%	-5.5%[60.1 µM]	365.4%[activator]	-0.1%	i	-0.4%	·	-16.0%	·	CCOc1ccc(NC(=O)CSc2nccn2-c2cccc(C)c2C)cc1
-5.0%	3.6%[60.1 µM]	9.7%	-7.6%	-8.2%	6.3%	21.3	-11.1%	20.5%	CCCCNC(=O)NS(=O)(=O)c1ccc(C)cc1

Some of the compounds tested; count on the stated rates, not on these rows.
